# MazEF act: activators of E. coli MazEF toxin-antitoxin RNase; activation, % at 20 µM; FAM/BHQ RNA-DNA oligo cleavage fluorescence, 5 h; 350,000 tested, 0.32% active; AID 504720; P0AE70; in the data active = activation above about 50%
# Target sequence (P0AE70 whole entry, looked up): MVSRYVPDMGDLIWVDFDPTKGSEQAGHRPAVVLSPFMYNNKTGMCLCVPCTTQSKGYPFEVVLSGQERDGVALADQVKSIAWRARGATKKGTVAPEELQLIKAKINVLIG
# GDH-TPI inh: GDH-TPI coupled enzyme inhibition counter-screen; GDH-TPI coupled enzyme counterscreen, NADH absorbance; inhibition, % at 4.8 µM; 360,000 tested, 1.2% active; AID 588335; in the data active = inhibition above about 30%;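 note: 0% = DMSO wells and 100% = wells lacking the enzyme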
# SARS 3CLpro inh: SARS-CoV 3CLpro protease inhibition; P0C6X7; AID 1706; 290,000 tested, 0.14% active; inhibition, % at 6 µM; recombinant SARS-CoV 3CLpro, quenched FRET peptide cleavage; in the data active = inhibition above about 12%
# BioA inh: blocks M. tuberculosis BioA enzyme activity; AID 602481; inhibition, % at 9.99 µM; 360,000 tested, 0.096% active; purified M. tuberculosis BioA enzyme, plate reader; in the data active = inhibition above about 40%
# Mtb UGM inh: inhibitors of M. tuberculosis UDP-galactopyranose mutase | P9WIQ1 | purified UGM, fluorescence polarization probe displacement | inhibition, % at 10 µM | 320,000 tested, 0.06% active | AID 504406; in the data active = inhibition above about 10%, passing the limit was not always enough
# BH1578 lux ind: inducers of Vibrio cholerae quorum light production without autoinducers | AID 588436 | V. cholerae BH1578 lux reporter, luminescence, 6 h | 350,000 tested, 0.16% active | activation, % at 18.7 µM; in the data active = activation mostly above about 9.7%, no sharp cut-off; note: not every result past the cut was called active; inactives centre near 0; reference of the scale not given here
# FBA Mtb inh: Mtb fructose-bisphosphate aldolase inhibition. P9WQA3. purified M. tuberculosis FBA, fluorescence read-out. inhibition, % at 1 µM. 360,000 tested, 2.3% active; in the data active = inhibition above about 27%;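 note: 0% = vehicle and 100% = reference inhibitor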
# Target sequence (P9WQA3 whole entry, looked up): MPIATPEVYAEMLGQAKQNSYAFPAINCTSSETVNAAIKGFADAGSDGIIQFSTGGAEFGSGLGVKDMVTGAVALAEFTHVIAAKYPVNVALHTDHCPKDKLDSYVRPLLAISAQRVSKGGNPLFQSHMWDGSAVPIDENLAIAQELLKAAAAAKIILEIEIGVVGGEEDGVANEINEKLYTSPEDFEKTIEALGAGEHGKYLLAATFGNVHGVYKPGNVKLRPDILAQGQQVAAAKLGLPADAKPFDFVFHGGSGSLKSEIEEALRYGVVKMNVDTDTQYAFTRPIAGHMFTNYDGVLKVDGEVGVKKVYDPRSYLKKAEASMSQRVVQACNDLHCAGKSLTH
# Rv3671c protease: inhibits the M. tuberculosis serine protease Rv3671c | inhibition, % at 5.96 µM | P9WHR9 | 320,000 tested, 0.048% active; in the data active = inhibition above about 38%;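 note: extracellular domain of Rv3671c used as enzyme; 0% = enzyme with DMSO and 100% = no enzyme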
# Target sequence (P9WHR9 whole entry, looked up, the tested form may be a part): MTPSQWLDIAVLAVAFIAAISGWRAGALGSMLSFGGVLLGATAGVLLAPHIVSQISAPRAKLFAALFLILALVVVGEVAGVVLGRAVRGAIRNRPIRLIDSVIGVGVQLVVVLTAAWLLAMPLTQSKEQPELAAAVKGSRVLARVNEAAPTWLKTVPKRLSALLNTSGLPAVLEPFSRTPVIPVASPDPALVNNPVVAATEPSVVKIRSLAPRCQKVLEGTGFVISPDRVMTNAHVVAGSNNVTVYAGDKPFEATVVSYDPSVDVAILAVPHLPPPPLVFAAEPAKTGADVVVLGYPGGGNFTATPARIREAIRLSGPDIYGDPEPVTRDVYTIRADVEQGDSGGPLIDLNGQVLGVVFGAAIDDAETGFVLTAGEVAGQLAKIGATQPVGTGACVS
# SSB-PriA inh: inhibitors of Klebsiella pneumoniae PriA binding to SSB C-terminal tail. AID 1272365. inhibition, % at 33 µM. 430,000 tested, 0.6% active. AlphaScreen SSBct-PriA binding, biotinylated peptide; in the data active = inhibition mostly above about 37%, no sharp cut-off; inactive = mostly below about 20%;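 note: plate controls were negative control peptide for no effect and reference peptide for full effect; strong numbers were not always called active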
# VHR inh abs: blocks human VHR1 dual specificity phosphatase. P51452. recombinant VHR phosphatase, pNPP absorbance. inhibition, % at 13.3 µM. 290,000 tested, 0.52% active. AID 1654; in the data active = inhibition above about 50%; note: some compounds called inactive have numbers as strong as hits
# Target sequence (P51452 whole entry, looked up): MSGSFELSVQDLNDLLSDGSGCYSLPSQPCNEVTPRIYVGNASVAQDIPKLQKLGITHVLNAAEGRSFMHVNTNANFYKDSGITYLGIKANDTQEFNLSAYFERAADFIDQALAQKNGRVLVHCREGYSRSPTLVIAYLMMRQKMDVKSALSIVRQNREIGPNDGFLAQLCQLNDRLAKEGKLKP
# Starred values were filed as active, the others as inactive; i = inactive; · = no result given; & = joins results of further samples. A portion of the library; count on the stated rates, not on these rows.
no.	Molecule	MazEF act	GDH-TPI inh	SARS 3CLpro inh	BioA inh	Mtb UGM inh	BH1578 lux ind	FBA Mtb inh	Rv3671c protease	SSB-PriA inh	VHR inh abs
1	CC1(C(=O)NS(=O)(=O)C2CC2)CCCN(C(=O)c2ccccc2OC(F)(F)F)C1 (centres undefined)	·	-2	·	-1.2	·	-0.4	4	·	·	·
2	C=CCn1c(CCNC(=O)C(C)(C)C)nc2ccccc21	4	-4	3	-0.5	-2.2	2.9	0	-3	2	12
3	CCCNC(=O)CN1C(=O)NC(CCc2ccccc2)C1=O (centres undefined)	15	4	7	·	-0.4	-0.4	0	10	3	13
4	CCc1cc(=O)oc2cc(C)c(CN3CCCC3)c(O)c12	9	21	-3	-1.0	0.3	i	-1	1	-11	-8
5	Cc1nc(NC(=O)c2ccc(OCC(C)C)cc2)sc1Cc1ccc2c(c1)OCO2	-13	3	1	·	0.0	i	7	-3	-1	22
6	Cc1cc(NS(=O)(=O)c2ccc(NC(=O)CCCOc3ccccc3C)cc2)nc(C)n1	-4	6	2	0.0	-2.7	-0.4	1	-7	-10	2
7	Cc1onc(-c2ccccc2)c1C(=O)NCCSCc1ccco1	1	3	·	3.2	3.6	i	2	-1	0	·
8	O=C(Nc1nc2cc(Cl)ccc2s1)C1CCCN(S(=O)(=O)c2cccc3cccnc23)C1 (centres undefined)	19	4	-3	-0.7	0.6	-0.2	0	-1	-2	-31
9	CC(C)C(=O)Nc1ccc(C(=O)c2ccccc2)cc1	-3	-4	7	-0.1	-1.7	-2.2	1	4	-9	20
10	Cc1c(NC(=O)c2cc3nc(-c4ccc(Br)cc4)cc(C(F)(F)F)n3n2)c(=O)n(-c2ccccc2)n1C	14	10	-6	·	1.4	-1.4	2	6	-21	18
11	CCN(CC)c1ccc(/C=N/Nc2nc(C)cc(=O)[nH]2)c(O)c1	19	26	-6	·	-0.8	-0.3	4	7	·	-10
12	COc1ccc2c(c1OC)CN1CCc3cc4c(cc3[C@@H]1[C@@H]2O)OCO4	-7	0	-4	-2.3	0.5	i	-1	-3	3	1

# Carrying on:
no.	Molecule	MazEF act	GDH-TPI inh	SARS 3CLpro inh	BioA inh	Mtb UGM inh	BH1578 lux ind	FBA Mtb inh	Rv3671c protease	SSB-PriA inh	VHR inh abs
13	COCC(C)n1c(C)cc(C(=O)COC(=O)c2cc(=O)[nH]c3ccccc23)c1C (centres undefined)	-3	7	·	-0.3	-0.7	1.2	4	-17	0	·
14	CCOC(=O)C(c1ccccc1)C(Nc1ccc(Cl)c(Cl)c1)c1ccccn1 (centres undefined)	0	5	1	-0.2	-3.0	-0.4	-1	0	-14	-23
15	CCOc1ccc(NC(=O)CCn2c(=O)[nH]c3ccsc3c2=O)cc1	7	0	2	·	3.0	1.6	2	0	-8	6
16	O=c1cc[nH]c2c(Cl)cccc12	1	16	0	-0.1	-0.5	-0.1	3	-4	-6&-14	27
17	CCn1cc(C(=O)O)c(=O)c2cc(F)c(N3CCNCC3)cc21	·	27	-3	-0.7	·	-1.2	55*	1	·	16
18	CC(=O)c1ccc(N2CCCCCC2)c(F)c1	-1	34*	0	0.3	0.6	i	-6	-12	-19	12
19	Cc1ccc(C)c(N2CCN(C(=O)c3ccc4c(c3)c(C)c(C)n4C)CC2)c1	1	3	7	-1.3	-1.1	i	0	7	-12	-6
20	COc1ccc(NC(=O)Nc2nc3c(s2)CCCC3)cc1	1	3	1	0.8	0.6	-1.7	-1	0	13	21
21	CN(C)c1cccc2cccc(N(C)C)c12	-3	8	-1	-3.7	1.9	-0.2	6	-4	6	13
22	CCOc1ncccc1C(=O)OCC(=O)N1CCC(C)CC1	-6	2	·	-0.4	-0.1	i	5	-2	-8	·
23	Nc1cccc2c1C(=O)N(C(=O)c1ccc(Cl)c(S(=O)(=O)N3CCCCCC3)c1)C2=O	16	2	2	-2.0	-0.6	-0.8	7	-5	-24	2
24	NC(COCc1ccccc1)c1csc(Nc2cc(Oc3ccccc3)ncn2)n1 (centres undefined)	·	8	·	-0.9	·	i	-1	·	·	·

# 4 records drawn at random from those above, as already listed:
no.	Molecule	MazEF act	GDH-TPI inh	SARS 3CLpro inh	BioA inh	Mtb UGM inh	BH1578 lux ind	FBA Mtb inh	Rv3671c protease	SSB-PriA inh	VHR inh abs
21	CN(C)c1cccc2cccc(N(C)C)c12	-3	8	-1	-3.7	1.9	-0.2	6	-4	6	13
4	CCc1cc(=O)oc2cc(C)c(CN3CCCC3)c(O)c12	9	21	-3	-1.0	0.3	i	-1	1	-11	-8
17	CCn1cc(C(=O)O)c(=O)c2cc(F)c(N3CCNCC3)cc21	·	27	-3	-0.7	·	-1.2	55*	1	·	16
6	Cc1cc(NS(=O)(=O)c2ccc(NC(=O)CCCOc3ccccc3C)cc2)nc(C)n1	-4	6	2	0.0	-2.7	-0.4	1	-7	-10	2

# Ordered by heavy-atom count (descending): 3 of the compounds above
no.	Molecule	MazEF act	GDH-TPI inh	SARS 3CLpro inh	BioA inh	Mtb UGM inh	BH1578 lux ind	FBA Mtb inh	Rv3671c protease	SSB-PriA inh	VHR inh abs
19	Cc1ccc(C)c(N2CCN(C(=O)c3ccc4c(c3)c(C)c(C)n4C)CC2)c1	1	3	7	-1.3	-1.1	i	0	7	-12	-6
20	COc1ccc(NC(=O)Nc2nc3c(s2)CCCC3)cc1	1	3	1	0.8	0.6	-1.7	-1	0	13	21
16	O=c1cc[nH]c2c(Cl)cccc12	1	16	0	-0.1	-0.5	-0.1	3	-4	-6&-14	27

# More compounds:
no.	Molecule	MazEF act	GDH-TPI inh	SARS 3CLpro inh	BioA inh	Mtb UGM inh	BH1578 lux ind	FBA Mtb inh	Rv3671c protease	SSB-PriA inh	VHR inh abs
25	COc1ccc(OC)c(NC(=O)C(C)Oc2ccc(Br)cc2)c1 (centres undefined)	-3	0	2	·	-1.5	3.2	3	17	-8	9
26	CCn1c(C)nc2cc(C(=O)NNC(=O)c3ccc(C)cc3)ccc21	2	8	·	-0.4	-0.2	-0.6	0	-6	-1	·
27	C/C(=N\NC(=O)c1cc(O)cc(O)c1)c1ccc(NC(=O)Cc2ccccc2)cc1	4	-1	2	1.2	1.2	-0.3	-1	10	·	94
28	CN(C)/C=C/C(=O)c1ccc(S(=O)c2ccccc2)cc1 (centres undefined)	5	19	5	·	-3.0	0.1	-1	6	-11	-6
29	O=C(c1ccc(Cl)c(S(=O)(=O)N2CCOCC2)c1)N1CCOCC1	-11	6	2	-1.2	3.9	-1.3	5	-8	-2	-30
30	COc1cccc(C(=O)N(C)CC(=O)Nc2ccc(F)c(F)c2F)c1	-3	6	-1	0.2	1.2	i	5	·	1	44
31	COc1ccc2[nH]c3nc(SCc4nnc(-c5ccc(C)cc5)o4)nnc3c2c1	16	13	-2	-1.8	0.2	-0.4	0	-4	-2	12
32	Cc1nn(-c2ccc(F)cc2)c(Cl)c1/C=C/C(=O)N1CCNC(=O)C1	12	-3	1	·	1.3	0.9	0	-7	-6	-5
33	O=C(COc1ccc2ccc(=O)oc2c1)OCc1ccccc1	-7	7	2	·	4.3	·	11	-8	-16	11
34	O=C(NCCN1CCOCC1)c1cc(-c2ccccc2)nc2ccccc12	1	12	·	1.0	·	-1.4	0	·	·	·
35	Cn1c(N)c(C(=O)COC(=O)C2(c3cccc(F)c3)CCCC2)c(=O)n(C)c1=O	-2	4	2	0.0	-0.4	-0.6	0	-8	-21	2
36	CCCCn1c(SCC(=O)NC2CC2)nc2ccccc2c1=O	4	-3	-3	-0.9	-3.7	0.4	2	-1	-1	0

# The list continues:
no.	Molecule	MazEF act	GDH-TPI inh	SARS 3CLpro inh	BioA inh	Mtb UGM inh	BH1578 lux ind	FBA Mtb inh	Rv3671c protease	SSB-PriA inh	VHR inh abs
37	CCOC(=O)/C(C#N)=C1/C=CN(C)C(C)=N1	2	67*	3	-0.6	4.4	-3.2	-2	-9	-20	8
38	Cc1ccc2nc(SCc3nc4ccccc4c(=O)[nH]3)[nH]c2c1	1	6	-4	-1.8	1.3	-0.4	4	-1	-14	18
39	Cc1ccc(-c2noc(CSc3nnc(-c4cccs4)n3C)n2)cc1	7	-6	-4	0.6	-0.9	i	2	-6	-7	19
40	COc1ccc(NC(=O)C23CC4CC(C2)CC(c2ccc(C)cc2)(C4)C3)cc1	-3	-2	2	·	-2.9	i	6	-18	-7	19
41	Cc1cc(C)cc(N/C(N)=N/c2nc(C)cc(C)n2)c1	26	-6	2	-0.5	-1.1	i	0	-7	·	-6
42	COC(=O)C1=C(c2ccc(Cl)c(C(F)(F)F)c2)C[C@@H]2CC[C@H]1N2C	2	11	·	2.5	1.1	-0.4	5	-5	-36	·
43	CCCCn1c(N)c(-c2nc3ccccc3s2)c2c([N+](=O)[O-])nn(CC)c(=O)c21	0	-2	3	·	0.8	-0.3	2	-4	1	10
44	CCOC(=O)C1C(=O)OC2(CCCC2)C1C(=O)OCC (centres undefined)	5	12	-1	-1.2	0.6	-0.4	-2	-10	-8	12
45	CC(/C=C/c1ccco1)=N\NC(=O)c1cc(C)[nH]n1	10	13	0	·	-0.3	i	-2	-6	·	8
46	CCNC(=S)N(CCc1c(C)[nH]c2ccc(C)cc12)Cc1cccnc1	0	3	2	-0.3	0.6	i	1	1	-4	·
47	Cc1ccc2[nH]c(-c3ccccc3)c(CN3CCOCC3)c(=O)c2c1	-4	12	-1	3.2	-0.7	i	3	-9	-23	17
48	COc1ccc(NC(=O)CCc2nc(-c3ccc(C)cc3)no2)cc1Cl	-5	-3	-2	-0.4	0.7	i	-1	-5	-19	19

# Remaining list, next part.
no.	Molecule	MazEF act	GDH-TPI inh	SARS 3CLpro inh	BioA inh	Mtb UGM inh	BH1578 lux ind	FBA Mtb inh	Rv3671c protease	SSB-PriA inh	VHR inh abs
49	COC(=O)c1c(C)nsc1NC(=O)Oc1ccccc1	3	2	-1	·	1.5	-0.3	0	13	-4	22
50	CC(Sc1nncn1C)C(=O)NCCC1=CCCCC1 (centres undefined)	-2	7	·	·	-0.6	i	-3	2	8	·
51	CC(=O)c1ccc(S(=O)(=O)NC2CC(=O)N(c3ccc(Cl)cc3)C2)cc1 (centres undefined)	4	-5	·	·	-0.5	i	3	4	14	·
52	FC(F)(F)c1cccc(Cc2noc(CN3CCCCC3c3ccccn3)n2)c1 (centres undefined)	3	-6	-1	2.9	-1.4	i	-1	4	-4	-24
53	O=C(O)c1nn(CC(=O)N2CCN(c3ncc(C(F)(F)F)cc3Cl)CC2)c(=O)c2ccccc12	7	4	-4	1.1	-0.1	-0.3	-1	-15	-7	12
54	CN(C)S(=O)(=O)c1ccc(NC=O)cc1	3	-3	-3	·	-4.1	-0.2	-1	-1	-1	26
55	Cc1ccc(-n2c(C)nnc2SCC(=O)N2CCOCC2)cc1	21	0	-1	-2.8	1.1	-0.5	0	-1	-9	10
56	Cc1ccccc1-c1cc2nc(NCCOc3ccccc3)n(C)c(=O)c2s1	·	-2	·	-0.7	·	0.1	0	·	·	·
57	O=C(CSCc1cccc(Cl)c1)N/N=C/c1ccc(OCC(=O)N2CCCCC2)cc1	1	4	7	1.2	2.7	1.7	5	-8	·	40
58	COc1cc(C(=O)OCc2ccc(C)cc2)cc(NC(=O)c2cccs2)c1OC	-11	-2	-4	·	-2.9	-0.3	-4	-6	-19	0
59	COc1ccc2c(c1)C(c1ccc(C)o1)=NNC(c1cccnc1)=N2	3	24	5	·	0.0	-0.3	0	-3	10	10
60	Cc1c(NS(=O)(=O)c2cccc(C(=O)N3CCC(C)CC3)c2)c(=O)n(-c2ccccc2)n1C	4	-1	·	1.9	0.3	i	-1	-3	2	·
61	Cc1cc(C)n(CCNC(=O)CC2C(=O)NCCN2Cc2ccccc2C(F)(F)F)n1 (centres undefined)	-2	-3	0	-0.6	4.5	i	-2	6	-4	21
62	CC(=O)Nc1nc(C)c(Oc2ccc(Cl)cc2Cl)c(=O)[nH]1	5	5	4	0.0	1.2	17*	2	0	-13	5

# Screening results deposited in PubChem by several laboratories.
